MBNL1-CUG inh – qHTS Assay for Inhibitors of MBNL1-poly(CUG) RNA binding. TR-FRET MBNL1-His/biotin-(CUG)12 binding, 665/545 ratio. Potency, µM (series often up to 57.5 µM), inactives show at the highest dose activity change, negative = inhibition, most hits filed as inhibitors. hit rate 0.036% among 280,000; active = well fitted inhibition curve with a large enough effect in the signal ratio, with a control signal flat, not every such curve was filed as active; inconclusive = small, poorly fitted or top-dose-only effect, or effect the other way, or a change in a side signal; inactive = no such curve, though single readings can be large or run the other way; the % refers to the signal ratio; note: potency is the fitted concentration of half-maximal effect; % is set by controls: 0 for no effect and ±100 for the full control effect
Target sequence (Q9NR56 whole entry, looked up): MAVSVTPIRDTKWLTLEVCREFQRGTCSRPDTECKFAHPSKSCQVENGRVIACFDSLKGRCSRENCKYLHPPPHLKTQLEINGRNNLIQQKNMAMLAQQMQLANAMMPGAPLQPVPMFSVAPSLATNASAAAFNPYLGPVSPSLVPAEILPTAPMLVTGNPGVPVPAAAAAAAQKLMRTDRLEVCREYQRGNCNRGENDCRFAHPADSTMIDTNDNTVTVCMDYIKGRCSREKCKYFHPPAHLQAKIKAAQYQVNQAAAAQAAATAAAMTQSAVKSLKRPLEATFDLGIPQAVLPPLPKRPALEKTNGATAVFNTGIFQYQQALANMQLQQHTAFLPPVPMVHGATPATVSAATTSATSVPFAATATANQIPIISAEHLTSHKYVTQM
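His-tagged MBNL1 binding to biotinylated (CUG)12 RNA was measured by TR-FRET using terbium anti-His antibody (0.055 ng/ul final) and streptavidin-XL665 (5 nM final). Compounds were titrated 92 nM to 58 uM; 60 min at room temperature.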
USP2a block – qHTS Assay for Inhibitors of Ubiquitin-specific Protease USP2a Using CHOP2 as the Reporter; USP2 core, Ub-CHOP2 coupled fluorogenic reporter, 485/531; hit rate 0.01% among 330,000; Potency, µM (highest dose often 38.3 µM), for the others: at the highest dose activity change, negative = inhibition, actives largely listed as inhibitors; AID 463254, 2010; Ubiquitin carboxyl-terminal hydrolase 2 (Homo sapiens), O75604;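 note: potency is the fitted concentration of half-maximal effect; plate controls were DMSO wells for no effect and full inhibition by NEM control for full effect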
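Deubiquitinase activity read as fluorescence (485/531 nm) after Ub-CHOP2 cleavage activates the enterokinase reporter on its substrate; USP2 core 10nM, Ub-CHOP2 and substrate 25nM each, 30min compound preincubation then 60min RT; data normalized to NEM, curves fitted.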
KCNH2 WT inh – qHTS for Inhibitors of KCHN2 3.1: Wildtype qHTS. U2OS, BacMam KCNH2, thallium flux FluxOr; stronger effect = lower value. activity change, % at 1.84 µM. hit rate 0.37% among 340,000. AID 720551, 2013;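 active = maximum activity change below -70%; inconclusive = maximum activity change between -70% and -50%; inactive = maximum activity change above -50%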; note: % is set by controls: 0 for no effect and ±100 for the full control effect
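U2OS cells transduced with wild-type KCNH2 virus are loaded with FluxOr dye for 45 min, and thallium flux is measured in kinetic reads before and after stimulation buffer. Rate constants are normalized to DMSO controls.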
S-ASM inh – Inhibitors of Secretory Acid Sphingomyelinase (S-ASM): qHTS | Sphingomyelin phosphodiesterase (Homo sapiens), P17405 | placental ASM, HMU-PC fluorogenic substrate, 60 min | AID 504937, 2011 | Potency, µM (doses to about 57.5 µM), for inactives: at the top dose activity change, negative = inhibition, actives largely listed as inhibitors | hit rate 0.006% among 340,000; note: potency is the fitted concentration of half-maximal effect
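Human placenta-derived ASM enzyme was preincubated with compound for 10 minutes at room temperature, then given fluorogenic substrate HMU-PC0 (9 uM final) for 60 minutes at 37 °C; a pH 10 stop preceded fluorescence reading at Ex 386/Em 447 nm.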
Mito fusion yeast – qHTS Assay for Small Molecule Inhibitors of Mitochondrial Division or Activators of Mitochondrial Fusion; Potency, µM (highest dose often 46.1 µM), for inactives: top-dose growth rescue (activation), most hits filed as activators; AID 485298, 2010; S. cerevisiae fusion-defective mutant growth rescue, CellTiterGlo 48 h; hit rate 0.23% among 320,000;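 note: potency is the fitted concentration of half-maximal effect; % of control where 0% means no effect; nearly all actives have a fitted effect of over 45% in size; temperature-sensitive fusion mutants such as fzo1-1 at 37 °C on non-fermentable ethanol glycerol medium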
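Yeast fusion mutant, YPEG (non-fermentable carbon), compound, 48 h at 37C non-permissive; CellTiterGlo added, 10 min RT, luminescence read. Rescued growth = division inhibition.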
GALK inhibitor – qHTS Assay for Inhibitors of Human Galactokinase (GALK); AID 1868, 2009; Purified GALK, Kinase-Glo residual ATP luminescence; hit rate 0.007% among 270,000; Potency, µM (highest dose often 57.5 µM), for the others: top-dose activity change, negative = inhibition, most hits filed as inhibitors; note: potency is the fitted concentration of half-maximal effect; % is set by controls: 0 for no effect and ±100 for the full control effect
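ATP-depletion format; final 35 uM ATP, 100 uM D-galactose, 5 nM enzyme; pH 8.0 HEPES/Mg2+ buffer; 60 min RT; luminescence read 10 min after detection reagent.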
Menin-MLL TR inh – qHTS Assay for Inhibitors Targeting the Menin-MLL Interaction in MLL Related Leukemias: Competition With Texas Red Labeled MLL-derived Mutant Peptide. Menin + Texas Red MLL mutant peptide, fluorescence polarization. O00255. Potency, µM (series often up to 61.6 µM), for inactives: top-dose FP activity change, negative = inhibition, usual class: inhibitors. AID 1768, 2009. hit rate 0.23% among 270,000; active = well fitted inhibition curve with a large enough effect in the polarisation, with a control signal flat, not every such curve was filed as active; inconclusive = small, poorly fitted or top-dose-only effect, or effect the other way, or a change in a side signal; inactive = no such curve, though single readings can be large or run the other way; the % refers to the polarisation; note: potency is the fitted concentration of half-maximal effect; % of control where 0% means no effect; many of its hits are not listed in these tables
BCR signal inh – qHTS Assay to Find Inhibitors of Chronic Active B-Cell Receptor Signaling; ABC-DLBCL IkBa-CBG/CBR reporter, luminescence ratio, 4 h; Potency, µM (titrated, usually from 46.1 µM), without a hit: at the top dose ratio change, negative = lower green/red ratio, usual class: inhibitors; hit rate 0.05% among 340,000; active = well fitted inhibition curve with a large enough effect in the signal ratio, with a control signal flat, not every such curve was filed as active; inconclusive = small, poorly fitted or top-dose-only effect, or effect the other way, or a change in a side signal; the % refers to the signal ratio;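 note: potency is the fitted concentration of half-maximal effect; plate controls were basal doxycycline-induced cells for no effect and cells given 10 µM MG132 for full effect; MG132 reads +100%, hits lower the ratio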
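TMD8 human ABC-DLBCL cells with doxycycline-inducible IκBα–green luciferase fusion and unfused red luciferase, in 0.5% FBS medium; compounds up to 46 uM, 4 h at 37C. Green/red luminescence ratio, filter-overlap corrected, fitted to concentration-response curves.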
Eya2 phos inh – qHTS Assay for Inhibitors of the Phosphatase Activity of Eya2 | recombinant Eya2, OMFP fluorescence dephosphorylation (OMFP is methylfluorescein phosphate) | Potency, µM (top dose mostly 76.9 µM), for the others: top-dose activity, negative = inhibition, actives largely listed as inhibitors | hit rate 0.006% among 330,000; note: potency is the fitted concentration of half-maximal effect; % is set by controls: 0 for no effect and ±100 for the full control effect
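Eya2 protein (added as 0.2 uM solution) was preincubated with compound for 10 min at ambient temperature in 50 mM HEPES pH 7.5, 50 mM NaCl, 5 uM MgCl2, 0.05% BSA, 1 mM DTT. OMFP (added at 50 uM) then reacted 10 min; fluorescence read at 485/525 nm.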
PKM2 activator – qHTS Assay for Activators of Human Muscle isoform 2 Pyruvate Kinase | Pyruvate kinase PKM (Homo sapiens), P14618 | purified PKM2, Kinase-Glo ATP luminescence, activation; response scale: 0% is enzyme alone, no compound | hit rate 0.34% among 260,000 | Potency, µM (series often up to 57.5 µM), for inactives: at the highest dose activation, most hits filed as activators; note: potency is the fitted concentration of half-maximal effect; % is set by controls: 0 for no effect and ±100 for the full control effect; nearly all actives have a fitted effect of over 55% in size
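Purified hPK-M2 (>95%) run at intermediate activity with 0.1 mM ADP and 0.5 mM PEP in 50 mM imidazole pH 7.2, KCl, MgCl2; 1 h room temperature. ATP formed read by Kinase-Glo luminescence; normalized to uninhibited and no-enzyme controls.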
TSHR antag – Antagonists of the Thyroid Stimulating Hormone Receptor: HTS campaign; Thyrotropin receptor (Homo sapiens), P16473; TSHR-expressing cells, TSH-stimulated cAMP HTRF, 2 h; stronger effect = lower value; activity change, negative = inhibition, % at 11.5 µM; hit rate 0.2% among 330,000; AID 504810, 2011;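 active = activity change below a set negative limit, meaning inhibition stronger than a set level, cut at about -70% in these data; inconclusive = activity change between two set negative limits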; note: % is set by controls: 0 for no effect and ±100 for the full control effect
Target sequence (P16473 whole entry, looked up): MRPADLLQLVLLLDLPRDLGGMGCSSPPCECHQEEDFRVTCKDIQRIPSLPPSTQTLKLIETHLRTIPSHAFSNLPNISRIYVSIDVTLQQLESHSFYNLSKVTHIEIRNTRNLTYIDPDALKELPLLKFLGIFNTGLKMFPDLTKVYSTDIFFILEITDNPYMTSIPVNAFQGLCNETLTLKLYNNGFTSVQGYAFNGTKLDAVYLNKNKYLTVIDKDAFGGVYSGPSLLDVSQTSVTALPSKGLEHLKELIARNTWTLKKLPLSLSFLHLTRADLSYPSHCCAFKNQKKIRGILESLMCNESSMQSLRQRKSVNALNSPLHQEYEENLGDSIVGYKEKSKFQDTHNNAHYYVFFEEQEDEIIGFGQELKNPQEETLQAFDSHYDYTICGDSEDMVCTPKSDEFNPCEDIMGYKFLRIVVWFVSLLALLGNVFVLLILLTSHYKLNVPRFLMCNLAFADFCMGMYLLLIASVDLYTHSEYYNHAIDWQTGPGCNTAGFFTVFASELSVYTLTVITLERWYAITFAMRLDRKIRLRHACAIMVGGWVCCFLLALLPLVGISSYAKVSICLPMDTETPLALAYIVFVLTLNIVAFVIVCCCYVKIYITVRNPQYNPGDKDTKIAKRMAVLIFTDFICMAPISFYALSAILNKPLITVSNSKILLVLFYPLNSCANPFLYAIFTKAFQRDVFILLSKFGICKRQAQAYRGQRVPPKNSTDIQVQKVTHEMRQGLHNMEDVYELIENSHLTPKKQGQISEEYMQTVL
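Antagonism was scored as loss of TSH-driven cAMP in TSHR cells, stimulated with 4nM TSH (EC80) for 2 hours at 37 deg C and detected by homogeneous HTRF competition immunoassay.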
* = called active by the depositor; ? = inconclusive; / = no result given; [ ] = remark or other dose. Unless noted, calls come from the whole dose curve; as a rule, active = well fitted curve in the direction sought with a large enough effect; inconclusive = small, poorly fitted or top-dose-only effect, or another doubt; inactive = no such curve, though single readings can be large; an effect the other way counts as inactive or inconclusive. An excerpt. The share of hits here may be higher or lower than overall.

SMILES	MBNL1-CUG inh	USP2a block	KCNH2 WT inh	S-ASM inh	Mito fusion yeast	GALK inhibitor	Menin-MLL TR inh	BCR signal inh	Eya2 phos inh	PKM2 activator	TSHR antag
CN(C)S(=O)(=O)c1cccc(NC(=O)C2Cc3ccccc3CN2C(=O)c2ccco2)c1 (stereo not drawn)	0%	-1%	4	2%	0%	1%	?	?	-1%	5%	10
COc1ccc(C)cc1NC(=O)c1sc2ncn(CC(=O)N3CCCCC3)c(=O)c2c1C	2%	2%	-5	73%	-2%	-3%	-2%	0%	12%	0%	-5
CS(=O)(=O)N(CCc1ccccc1)CC(=O)N1CCN(c2ccccc2F)CC1	-16%	-1%	0	-1%	15%	0%	-4%	-22%	-2%	-18%	27
O=C(Oc1ccccc1N1CCOCC1)c1sccc1Br	97%[activator]	-1%	3	-3%	0%	/	/	-7%	21%	-2%	5
COc1cc(NC(=S)NC(=O)c2ccc(F)cc2)ccc1NC(=O)c1ccco1	3%	1%	-7	0%	-6%	-1%	5%	0%	10%	-2%	3
CCC(Oc1ccc(F)cc1)C(=O)N1CCCCCCC1 (stereo not drawn)	-3%	4%	-4	-2%	2%	0%	3%	3%	3%	-6%	5
Cc1ccc(-c2csc(C3=C(O)CN(NC(=O)c4ccco4)C3=N)n2)cc1	/	-2%	-3	0%	0%	-2%	/	?	6%	1%	-4
COc1cc2c(cc1NC(=O)c1cncc(Br)c1)oc1ccccc12	5%	1%	5	94%	-6%	0%	?	?	5%	-5%	1
Cc1c(C#N)c(NC(=O)CCl)n(Cc2ccc(F)cc2)c1C	0%	-4%	1	4%	2%	-2%	9%	?	5%	-6%	-1
COc1ccc(C(=O)CC(=O)C(=O)NCCc2cccc(C)c2)cc1	/	-2%	1	-9%	-2%	-2%	-2%	7%	3%	7%	3
COc1cccc(C(=O)OCC(=O)NC2CCCc3ccccc32)c1O (stereo not drawn)	/	-1%	2	0%	-2%	/	/	0%	-13%	/	14
COc1ccc(Br)c(C(=O)Nc2cccc(S(=O)(=O)N3CCOCC3)c2)c1	/	-3%	-9	0%	3%	/	/	-1%	7%	/	-29
CCN(CC(=O)Nc1c(F)cccc1F)C(=O)Cc1csc(-c2ccc(OC)c(OC)c2)n1	/	0%	-8	5%	-6%	/	/	-5%	-5%	/	0
CCOC(=O)C1=C(C)N(c2ccccc2)C(=O)/C1=C\c1cccs1	5%	0%	-4	-18%	9%	-2%	-12%	?	-6%	8%	-4
O=S(=O)(NCCCc1ccccc1)c1ccc(Cl)cc1	-8%	-1%	5	-5%	12%	-3%	17%	12%	-31%	-2%	-19
CN(C(=O)c1ccno1)c1nnc(-c2cccnc2)s1	8%	-7%	-17	5%	-2%	-6%	-1%	-1%	-3%	-6%	0
CN1CCc2c(sc(N)c2C(=O)O)C1	-13%	3%	1	41%[activator]	-6%	-1%	-8%	1%	16%	3%	-2
CCN(CC)S(=O)(=O)c1cc(C(=O)OCC(=O)Nc2c(F)cccc2F)ccc1F	?	5%	20	0%	1%	0%	2%	-6%	9%	-11%	5
O=C1c2ccccc2C(=O)c2c1cccc2N1CCCC1	?	-2%	5	-18%	19%	-2%	-29%	10%	-2%	6%	-7
Cc1ccc(N=C2NC(=O)/C(=C/C=C/c3ccco3)S2)cc1	0%	?	-4	?	21%	1%	?	-2%	2%	26%	2
O=C(NCCC1=CCCCC1)C1CCN(Cc2cnn(-c3ccccc3)c2-n2cccc2)CC1	4%	-1%	25	0%	-18%	0%	?	-11%	-19%	2%	-8
Nc1nncn1C(=O)c1ccc(Cl)cc1Cl	8%	3%	3	2%	-2%	-2%	22%	4%	1%	5%	5
O=C(Nc1cccnc1)c1ccccc1Cl	-6%	1%	-2	2%	-1%	8%	-20%	-3%	?	-2%	-3
CC12CCC(C(=O)Nc3cccc(Cl)c3Cl)([C@H](Br)C1=O)C2(C)C (stereo partly drawn)	-3%	3%	-7	-4%	7%	5%	/	?	0%	1%	-1
O=C(N/N=C/c1c(O)ccc2ccccc12)c1ccc(CO)nc1	?	19%	1	-7%	-2%	0%	?	-10%	18%	4%	-7

Next section
SMILES	MBNL1-CUG inh	USP2a block	KCNH2 WT inh	S-ASM inh	Mito fusion yeast	GALK inhibitor	Menin-MLL TR inh	BCR signal inh	Eya2 phos inh	PKM2 activator	TSHR antag
COc1cc(C(=O)NC2CCN(CC(=O)NC3CCCCC3C)CC2)cc(OC)c1OC (stereo not drawn)	-4%	2%	0	-2%	-2%	4%	-3%	-13%	-10%	-8%	2
CCc1nnc(NC(=O)CCS(=O)(=O)c2ccc(C)cc2)s1	/	-1%	6	-1%	-2%	/	/	-4%	-10%	/	17
CN(C)c1ccc(NC(=O)CSc2nc3ccccc3c(=O)n2C2CCCCC2)cc1	-2%	0%	8	-18%	1%	4%	10%	?	9%	1%	3
Cn1c(-c2ccccc2)cnc1SCC(=O)NCc1ccco1	-2%	3%	-4	1%	-3%	-3%	11%	-15%	7%	5%	7
CC(=O)c1ccc(NC(=O)/C(=C\c2ccccc2)NC(=O)/C=C/c2ccccc2)cc1	-11%	-2%	6	-2%	2%	0%	-7%	0%	3%	-3%	7
COc1cc(S(=O)(=O)Nc2ncn[nH]2)ccc1Cl	-1%	-3%	-3	16%	-1%	-1%	7%	-11%	-3%	/	-6
CC1(C)CC(NC(=O)c2cc(S(=O)(=O)N3CCOCC3)c(Cl)cc2Cl)CC(C)(C)N1	/	1%	-11	0%	1%	/	/	0%	9%	/	5
O=C(c1cccs1)N1CCN(C23CC4CC(CC(C4)C2)C3)CC1	-5%	1%	29	5%	-2%	-3%	/	5%	-15%	0%	-16
CCOC(=O)N1CCN(C(=O)c2c[nH]c3ccc(S(=O)(=O)N(C)c4ccc(OCC)cc4)cc3c2=O)CC1	8%	2%	-5	4%	1%	-2%	/	11%	0%	/	-10
COCCn1c(SCC(=O)c2c(N)n(C3CC3)c(=O)[nH]c2=O)nnc1-c1cccc(C)c1	/	-7%	11	3%	-1%	/	/	?	-8%	/	0
O=C(CN1CCc2ccccc2C1)Nc1cccc(S(=O)(=O)N2CCCC2)c1	2%	2%	0	2%	-1%	1%	-20%	0%	-1%	-3%	2
Cc1ccc(CC(=O)NC(C)CCc2ccccc2)cc1 (stereo not drawn)	-2%	-1%	-2	-1%	1%	3%	-7%	7%	5%	1%	-8
Cc1ccc(S(=O)(=O)Oc2ccc(/C=N/NC(=O)c3cccnc3)cc2)cc1	?	1%	-2	2%	-3%	4%	52%[activator]	?	3%	-1%	-3
CCN(CC)c1nc(Nc2ccccc2)nc(Oc2ccc(C(=O)OC)cc2)n1	-21%	1%	-21	-29%	0%	-3%	-30%	-3%	7%	-1%	0
COc1cccc(-c2nnc(SCC(=O)N3CCCc4ccccc43)o2)c1	-6%	-1%	0	-3%	?	2%	-17%	0%	8%	-20%	16
CCCCNC(=O)C1c2cc(OC)c(OC)cc2C(=O)N(C)C1c1cccs1 (stereo not drawn)	-3%	3%	-8	3%	-2%	0%	-2%	-9%	-4%	0%	9
COc1ccc(NC(=O)C(c2ccccc2)N(C)C(=O)CNC(C)=O)cc1 (stereo not drawn)	0%	0%	-2	4%	-4%	-1%	9%	-11%	-1%	-5%	17
O=C(CSc1ccc2ccccc2n1)NCc1ccc2c(c1)OCO2	1%	5%	-3	-1%	-4%	0%	-9%	-9%	-1%	18%	4
CCOc1ccc(N(CC(=O)NCc2ccccc2)C(=O)Cn2nnc(-c3ccc(C)o3)n2)cc1	-6%	0%	-6	-1%	2%	11%	11%	2%	-5%	6%	5

Screening results from PubChem.
